# Source: PubChem BioAssay
# CHO parental Ca – signal in parental CHO cells, OX1R antagonist counter-screen | inhibition, % at 5.6 µM | 330,000 compounds, 0.63% hits | parental CHO-K1, ATP-induced calcium, Fluo-8 fluorescence | AID 463079;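 active = inhibition above that plate's mean sample inhibition plus 3 SD, cut at about 26% in these data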;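 also: 0% = ATP-challenged DMSO wells and 100% = DMSO wells without ATP; some compounds past the cut are filed as inactive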
#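 Test system: parental CHO cells; detection: calcium-sensitive Fluo-8 fluorescence; evaluation: percent inhibition of calcium signal; also added: ATP as calcium-mobilizing challenge; repeats: one well per compound; control set: ATP-challenged DMSO wells low, unchallenged DMSO wells high; compound: single nominal dose of 5.6 µM per compound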
# CHO-K1 Ca antag – nonselective inhibitor or artifact in parental CHO-K1 cells; ATP-induced calcium, Fluo-8 fluorescence; inhibition, % at 3 µM; 360,000 compounds, 0.6% hits; AID 602250;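 active = inhibition above a per-plate cutoff, the plate's mean sample inhibition plus 3 SD, cut at about 24% in these data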;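 also: 0% = DMSO plus EC80 ATP and 100% = DMSO alone without ATP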
# M1 antag – blocks human M1 muscarinic receptor | CHO-K1 hM1, Fluo-8 calcium fluorescence, ACh EC80 antagonist | P11229 | inhibition, % at 3 µM | 360,000 compounds, 1.3% hits;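 active = percent inhibition above its own plate's cutoff, namely the mean of that plate's compound wells plus 3 SD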;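 also: peak over basal fluorescence ratio during 140 s after agonist addition; 0% = ACh EC80 plus DMSO and 100% = DMSO alone without agonist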
# Target sequence (P11229 whole entry, looked up): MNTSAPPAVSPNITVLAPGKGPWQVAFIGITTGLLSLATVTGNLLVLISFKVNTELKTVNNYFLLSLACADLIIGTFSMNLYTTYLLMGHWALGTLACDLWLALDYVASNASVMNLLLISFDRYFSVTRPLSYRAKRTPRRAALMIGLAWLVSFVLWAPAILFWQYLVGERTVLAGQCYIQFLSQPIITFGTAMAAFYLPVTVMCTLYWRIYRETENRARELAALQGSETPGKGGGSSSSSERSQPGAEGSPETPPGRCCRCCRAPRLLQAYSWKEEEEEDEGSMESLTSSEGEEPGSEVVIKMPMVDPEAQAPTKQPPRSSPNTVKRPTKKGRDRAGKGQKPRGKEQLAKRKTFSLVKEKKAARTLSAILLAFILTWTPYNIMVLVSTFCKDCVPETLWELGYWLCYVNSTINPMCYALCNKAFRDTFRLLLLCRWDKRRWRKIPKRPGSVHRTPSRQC
# M1 ag parental – M1 agonist counterscreen hit in parental CHO-K1 cells; activation, % at 3 µM; 360,000 compounds, 0.48% hits; Fluo-8 calcium fluorescence; scaled to maximal ATP response, vehicle zero; in the data active = activation above about 15%;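 also: untransfected CHO-K1 host cells lacking M1 receptor as counterscreen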
# CHRM4 antagonist – CHRM4 antagonism in calcium assay; P08173; CHO-hM4 cells, ACh EC80, Fluo-8 calcium fluorescence; inhibition, % at 3 µM; 360,000 compounds, 0.73% hits; AID 624125;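 active = inhibition above its plate's cutoff, the mean inhibition of sample wells plus 3 SD, cut at about 27% in these data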;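 also: 0% = acetylcholine EC80 with DMSO and 100% = DMSO without agonist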
# Target sequence (P08173 whole entry, looked up): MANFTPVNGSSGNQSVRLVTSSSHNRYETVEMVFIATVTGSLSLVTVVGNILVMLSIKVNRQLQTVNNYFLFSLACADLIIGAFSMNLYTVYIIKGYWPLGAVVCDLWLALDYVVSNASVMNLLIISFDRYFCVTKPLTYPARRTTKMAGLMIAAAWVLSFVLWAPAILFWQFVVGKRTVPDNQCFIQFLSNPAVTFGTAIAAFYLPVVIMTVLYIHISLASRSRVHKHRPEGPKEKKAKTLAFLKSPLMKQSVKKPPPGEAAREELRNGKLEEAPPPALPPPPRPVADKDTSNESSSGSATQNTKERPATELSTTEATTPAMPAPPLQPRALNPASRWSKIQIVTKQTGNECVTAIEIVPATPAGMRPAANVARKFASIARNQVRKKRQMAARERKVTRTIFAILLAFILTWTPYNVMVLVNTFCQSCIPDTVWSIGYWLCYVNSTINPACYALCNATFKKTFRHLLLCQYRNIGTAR
# M4 ag – CHRM4 agonism in calcium assay; P08173; CHO-K1 hM4/Gqi5, Fluo-8 calcium fluorescence; vehicle 0%, full acetylcholine response 100%; activation, % at 3 µM; 360,000 compounds, 0.14% hits;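 active = activation above the run mean over all test wells plus 3 SD, cut at about 32% in these data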;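 also: peak over basal fluorescence ratio per well then scaled between controls; 0% = DMSO wells and 100% = acetylcholine at EC100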
# OXTR potentiator – potentiators of human oxytocin receptor; 320,000 compounds, 0.061% hits; P30559; CHO-OTR cells, Fluo-8 calcium fluorescence, potentiator mode; 0% = oxytocin EC15, 100% = EC100; activation, % at 3 µM;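 active = activation above that plate's cutoff, the mean activation of tested compounds plus 3 SD, cut at about 6.6% in these data, passing the limit was not always enough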;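 also: 100% uses oxytocin at 75 nM as the full agonist control; some results filed as inactive read as strong as hits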
#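 Material: human OTR in CHO cells. Compound: 3.0 µM, one dose. Timing: compound 6 min at room temperature before oxytocin, 100 s read. Evaluation: % activation of max/min ratio relative to oxytocin controls. Replication: single well per compound, singlicate. Signal: Fluo-8 calcium dye fluorescence.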
# M1 ag – human M1 muscarinic receptor agonism; P11229; activation, % at 3 µM; CHO-K1 hM1, Fluo-8 calcium fluorescence, agonist mode; 0% DMSO, 100% acetylcholine EC100; AID 588814; 360,000 compounds, 0.33% hits;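 active = activation above the run's mean compound activation plus 3 SD, cut at about 16% in these data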;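 also: peak over basal fluorescence ratio within a 140 s kinetic read after compound addition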
# CHRM1 PAM – potentiates human M1 receptor response to acetylcholine | 360,000 compounds, 0.088% hits | activation, % at 3 µM | P11229 | CHO-K1 hM1, Fluo-8 calcium fluorescence, ACh EC20; 0% = ACh EC20, 100% = maximal ACh; in the data active = activation above about 19%, passing the limit was not always enough
# An asterisk follows results filed as active; · = no result given. Rows were taken by chance, and some 2.9% of all compounds hit somewhere here.
SMILES,CHO parental Ca,CHO-K1 Ca antag,M1 antag,M1 ag parental,CHRM4 antagonist,M4 ag,OXTR potentiator,M1 ag,CHRM1 PAM
Cc1ncc([N+](=O)[O-])n1CC(=O)Nc1ccc(F)cc1F,-1,4,-19,0.9,3,1,4,-1,15
CCN(CC(=O)Nc1c(F)cccc1F)C(=O)c1ccc(N2C(=O)c3ccccc3C2=O)cc1,-14,-11,-11,2.1,-10,9,-4,-1,6
Cc1cccc(C(=O)OCC(=O)NCCNC(=O)COC(=O)c2cccc(C)c2C)c1C,-13,-1,-8,0.0,3,0,-11,1,4
Cc1cccn2c(=O)c3cc(C(=O)NC4CCCC4)c(=N)n(CCc4ccccc4)c3nc12,-18,-10,0,0.5,5,5,-13,-11,-2
Cc1cc(S(=O)(=O)Nc2ccc(C(=O)NCC(c3ccco3)N3CCCC3)cc2)ccc1F (stereo unspecified),-7,2,-3,1.5,6,3,-9,-6,-3
O=c1cc(-c2ccc(F)cc2)[nH][nH]1,17,-17,-11,0.8,7,1,4,-4,13
Cc1cccc(-n2cc3c(=O)n(C)c(=O)n(C)c3c2)c1,-17,-11,-5,-0.2,0,2,8,-7,7
O=C(/C=C/c1cccnc1)c1cc(F)ccc1O,-3,-8,-7,0.9,4,0,1,-2,4
COc1ccc(CCC(=O)NNC(=O)Nc2ccc(C(C)C)cc2)cc1,·,-1,-17,0.3,-2,2,·,-1,9
Cc1ccnc(N2CCC(C(=O)Nc3ccc4c(c3)OCO4)CC2)n1,-9,-5,0,0.2,6,-1,-1,-4,4
Cc1cccc(C)c1NC(=O)COC(=O)CSc1nnc(N)s1,4,-1,-12,0.3,-1,1,-3,4,7
Cc1cc(-c2ccccc2)nc(N2CCN(c3ccccn3)CC2)n1,-27,6,-5,0.1,13,-1,-5,-7,4
O=C(O)c1ccc(CSc2nc3ccccc3c(=O)n2-c2ccccc2)cc1,-6,-10,-15,0.9,3,1,-6,-2,8
CCCN1Cc2cccc(C(=O)NC(CC(=O)OCC)c3ccc(OCC)c(OC)c3)c2C1=O (stereo unspecified),-26,-8,3,1.2,-5,4,-4,-7,-2
Cc1cnc(C(=O)Oc2c(C)ccc(C)c2C)cn1,-19,2,-8,-0.8,-9,0,4,-3,8
O=C(Cn1nnc(-c2ccc(Cl)cc2)n1)NCCC1=CCCCC1,-9,15,-22,-0.2,1,0,-3,-2,6
O=C(Cc1c[nH]c2ccccc12)NCc1ccco1,1,-6,-7,1.1,-8,1,-8,-1,14
COc1cccc(S(=O)(=O)N(C)C[C@@H]2Oc3cc(Br)ccc3S(=O)(=O)N([C@@H](C)CO)C[C@@H]2C)c1,·,-6,-18,3.3,-5,16,·,-3,5
COc1cc(NS(=O)(=O)c2ccc(Nc3nc(-c4cccc([N+](=O)[O-])c4)cs3)cc2)nc(OC)n1,-11,-4,-6,0.5,7,1,-2,-8,6
Cc1cc(C(=O)NCC(=O)OCC(=O)NCCc2ccccc2)ccc1[N+](=O)[O-],-4,53*,6,-1.0,-8,2,-19,-1,3
CCN(CC)CCN1CCN(c2cnc(C)cn2)CC1,·,-2,4,0.7,-10,1,·,-9,-5
COc1ccc(-c2nnc3ccc(SCC(=O)Nc4nccs4)nn23)cc1OC,-13,3,6,7.3,3,1,-5,-9,-1
CC(O)Cc1cn([C@@H](CCCCNC(=O)OC(C)(C)C)C(=O)N2CCN(C(=O)OC(C)(C)C)CC2)nn1 (stereo partly specified),-9,-14,-5,1.6,13,4,-4,-3,9
O=C1CC2(CCN(C(=O)c3ccccc3F)CC2)Oc2ccccc21,-12,-1,-2,1.1,-5,4,-6,8,2
CCOc1ccc(/C(O)=C2/C(=O)C(=O)N(c3cc(C)on3)C2c2ccc(C(=O)OC)cc2)cc1 (stereo unspecified),-7,16,6,-0.1,5,0,-6,0,-2
Cc1ccccc1Nc1c(-c2ccccn2)nc2c(C)cccn12,-9,3,4,0.1,6,-1,0,-6,1
CN(c1ccc(OCC(=O)N2CCC(C(N)=O)CC2)cc1)S(=O)(=O)c1cccs1,-2,3,-6,0.3,5,0,6,-4,5
COc1cc2c(cc1OC)C(C(=O)Nc1cccc(C)n1)C(c1cccnc1)N(C)C2=O (stereo unspecified),-10,-12,-10,0.1,-6,0,2,-2,8
Nn1c(SCc2cc([N+](=O)[O-])cc3c2OCOC3)nnc1-c1ccccn1,-9,-12,-2,0.6,1,1,0,-6,3
CC(=O)c1sc(NC(=O)C2=NN(c3ccccc3)C(=O)CC2)nc1C,-15,1,-8,0.7,-10,2,-1,-2,6

# Record cards, as listed above. Order of values: CHO parental Ca, CHO-K1 Ca antag, M1 antag, M1 ag parental, CHRM4 antagonist, M4 ag, OXTR potentiator, M1 ag, CHRM1 PAM
# `CC(=O)c1sc(NC(=O)C2=NN(c3ccccc3)C(=O)CC2)nc1C` in the list: -15, 1, -8, 0.7, -10, 2, -1, -2, 6
# `O=C(Cc1c[nH]c2ccccc12)NCc1ccco1` in the list: 1, -6, -7, 1.1, -8, 1, -8, -1, 14
# `COc1ccc(-c2nnc3ccc(SCC(=O)Nc4nccs4)nn23)cc1OC` in the list: -13, 3, 6, 7.3, 3, 1, -5, -9, -1
# `O=C(Cn1nnc(-c2ccc(Cl)cc2)n1)NCCC1=CCCCC1` in the list: -9, 15, -22, -0.2, 1, 0, -3, -2, 6
# `CCOc1ccc(/C(O)=C2/C(=O)C(=O)N(c3cc(C)on3)C2c2ccc(C(=O)OC)cc2)cc1` (stereo unspecified) in the list: -7, 16, 6, -0.1, 5, 0, -6, 0, -2

# Continued.
SMILES,CHO parental Ca,CHO-K1 Ca antag,M1 antag,M1 ag parental,CHRM4 antagonist,M4 ag,OXTR potentiator,M1 ag,CHRM1 PAM
COc1ccc(CS(=O)(=O)CC(C)(O)c2ccccc2)cc1 (stereo unspecified),10,-10,-11,-0.2,5,1,-8,-3,13
CCOc1ccc(S(=O)(=O)N(CC)CC(=O)NCc2ccco2)cc1C,-20,-8,-26,-0.7,-18,2,-4,-8,26
COc1cc(/C=N/NC(=O)c2cc(C)oc2C)cc(OC)c1OC,-4,-14,-7,-0.4,-6,2,-4,-1,4
O=C(COc1ccccc1Br)N1CCN(C(=O)c2ccco2)CC1,-10,2,-3,0.6,-5,3,-5,-1,9
Cc1ccc(NC(=O)CCCc2ccccc2)c([N+](=O)[O-])c1,·,-6,-12,1.2,-2,0,·,-4,10
Cc1ccc2c(c1)cc(CN(Cc1ccco1)C(=O)N1CCOCC1)c1nnnn12,-15,-6,5,6.7,0,14,-9,-3,-3
O=C1CSC(=Nc2ccc(O)cc2)N1c1ccc(O)cc1,4,1,5,1.1,8,0,-6,-1,1
CCOC(=O)C1(Cc2cccc(OC)c2)CCCN(C(=O)CCc2cccnc2)C1 (stereo unspecified),-20,-7,-2,0.9,-8,1,3,-2,7
Cn1c(SCC(=O)c2ccccc2F)nnc1C1CC1,-2,-11,-10,0.3,-7,1,-6,-4,3
Cc1nc([N+](=O)[O-])cn1CCCCN1C(=O)c2ccccc2C1=O,-9,-12,-8,0.0,-11,0,3,-4,4
C[C@]12c3[nH]c4cc(-c5ccco5)ccc4c3CCN1C(=O)[C@@H](CC(=O)NCCC1=CCCCC1)C[C@@H]2C(=O)N1CCOCC1,-21,-16,-13,1.0,-13,2,·,-5,9
CN(C[C@@H](Cc1cccc2ccccc12)N(C[C@H](Cc1ccccc1)N(CCc1ccccc1)N=O)N=O)N=O,-18,-10,-7,-0.2,1,1,-4,1,14
CC1(C)CC(CCNC(=O)c2ccco2)CC(C)(C)N1,-2,-4,8,0.5,0,1,-11,-4,-4
COc1ccc(CCNC(=O)c2cc(S(=O)(=O)N3CCOCC3)ccc2N2CCCC2)cc1OC,-11,1,-8,1.7,-3,1,4,-5,5
Cn1cccc1C(=O)NC(=O)COC(=O)CCNS(=O)(=O)c1ccc(Cl)cc1,-11,-7,-7,5.5,-7,8,-2,-1,8

# Three compounds already listed, arranged by count of non-hydrogen atoms, low to high:
SMILES,CHO parental Ca,CHO-K1 Ca antag,M1 antag,M1 ag parental,CHRM4 antagonist,M4 ag,OXTR potentiator,M1 ag,CHRM1 PAM
Cn1c(SCC(=O)c2ccccc2F)nnc1C1CC1,-2,-11,-10,0.3,-7,1,-6,-4,3
Cc1ccc(NC(=O)CCCc2ccccc2)c([N+](=O)[O-])c1,·,-6,-12,1.2,-2,0,·,-4,10
Cc1nc([N+](=O)[O-])cn1CCCCN1C(=O)c2ccccc2C1=O,-9,-12,-8,0.0,-11,0,3,-4,4

# The results go on:
SMILES,CHO parental Ca,CHO-K1 Ca antag,M1 antag,M1 ag parental,CHRM4 antagonist,M4 ag,OXTR potentiator,M1 ag,CHRM1 PAM
CSc1cccc(NC(N)=S)c1,-11,-14,11,0.7,5,0,-4,1,-3
CCOC(=O)N1CCN(C(=O)C[C@@H]2C[C@@]3(C(=O)OC)CCCCC=C3N(Cc3cccc4ccccc34)C2=O)CC1,·,-3,·,4.9,-11,25,·,·,·
COC1C(OC(=O)/C=C/C=C/C=C/C=C/C(=O)O)CCC2(CO2)C1C1(C)OC1CC=C(C)C (stereo unspecified) (tested in a mixture with another compound),·,-27,-21,0.5,-8,1,·,-4,8
COc1cc(SC)ccc1C(=O)Nc1cccc(C)n1,-18,-10,-5,2.5,-4,6,-19,-1,2
Cc1ccc(CN2CCN(C3CSCCSC3)CC2CCO)cc1 (stereo unspecified),12,-2,-5,0.4,0,0,-5,-4,5
CCOC(=O)C1(CCOC)CCN(C/C=C/c2ccccc2OC)CC1,-2,31*,17,5.5,14,9,-7,-5,-11
CC(=O)NC12CC3CC(C1)CC(C(=O)NCC(=O)Nc1c(C)cc(C)cc1C)(C3)C2,-10,11,10,0.1,-2,3,4,10,11
O=C(Nc1ccc2nc(-c3cccs3)c(-c3cccs3)nc2c1)NC1CC1,4,-1,-1,2.9,-1,5,-8,-7,-1
Cc1nn(-c2ccccc2)c(C)c1C(=O)OCC(=O)N1c2ccccc2NC(=O)C1(C)C,2,19,33*,4.0,33*,17,-21,0,-9
